Screening data deposited in PubChem BioAssay by several laboratories.
RmlCD inh 1536 – inhibitors of Mycobacterium tuberculosis RmlC and RmlD coupled enzymes; P9WH09+P9WH11; RmlC+RmlD coupled enzyme assay, percent inhibition; primary screen in compound mixtures; inhibition, % at 3.6 µM; 0.03% of 160,000 active; AID 1533; in the data active = inhibition mostly above about 34%, no sharp cut-off; also: some results filed as inactive read as strong as hits
Target sequence (P9WH09 whole entry, looked up): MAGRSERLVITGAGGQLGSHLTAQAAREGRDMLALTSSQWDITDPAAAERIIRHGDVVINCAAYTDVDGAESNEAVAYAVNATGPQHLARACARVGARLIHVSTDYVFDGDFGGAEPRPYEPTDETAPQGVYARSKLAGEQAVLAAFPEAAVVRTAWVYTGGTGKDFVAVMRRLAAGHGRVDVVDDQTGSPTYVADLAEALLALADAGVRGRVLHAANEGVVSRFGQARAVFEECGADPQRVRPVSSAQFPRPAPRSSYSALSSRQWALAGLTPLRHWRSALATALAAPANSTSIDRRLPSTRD
Target sequence (P9WH11 whole entry, looked up): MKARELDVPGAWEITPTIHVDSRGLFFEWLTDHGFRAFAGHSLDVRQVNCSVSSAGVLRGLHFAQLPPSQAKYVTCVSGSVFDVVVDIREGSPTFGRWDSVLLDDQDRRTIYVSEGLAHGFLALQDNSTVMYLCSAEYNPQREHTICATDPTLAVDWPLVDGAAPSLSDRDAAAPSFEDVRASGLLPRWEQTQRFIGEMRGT
M. tuberculosis GlmU – inhibition of mycobacterial GlmU enzyme – biochemical, glucosamine-1-phosphate acetyltransferase (AID 1376) | M. tuberculosis GlmU acetyltransferase enzyme assay; higher % means a stronger effect | inhibition, %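 (tested at 30 µM in the primary screen)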; hits with a dose series show IC50 in µM | 0.25% of 220,000 active; in the data active = inhibition above about 13%;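 also: 0% = complete reaction with vehicle and 100% = reaction without substrate; strong numbers were not always called active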
An asterisk follows results filed as active; / = no result given; & = joins results of further samples. These rows are one share of the data. The share of hits here may be higher or lower than overall.

mol | M. tuberculosis GlmU | RmlCD inh 1536
CC(=O)c1c[nH]c2ccc(C)cc2c1=O | -3.0% | 12.7
CSc1ccc(/C=C/C(=O)c2ccc(O)cc2)cc1 | -3.4% | 7.0
CCCCc1cc(=O)oc2c(CN3CCCC3)c(O)ccc12 | 0.8% | -7.3
CCCCN(C(=O)CN1CCOCC1)c1c(N)n(CC(C)C)c(=O)[nH]c1=O | -0.6% | 23.9
Cn1c(N)c(S(=O)(=O)NCc2ccc(Cl)cc2)c(=O)n(C)c1=O | 2.4% | -8.2
O=C(/C=C/c1ccc(F)cc1)N1CCN(c2ncccn2)CC1 | 4.3% | 30.8
COc1ccc(C(=O)Nc2ccccc2C(=O)NC(Cc2c[nH]c3ccccc23)C(=O)O)cc1 (stereo not drawn) | -3.0% | -5.3
COC(=O)c1sc(=S)n(-c2cccc(Cl)c2)c1N | 7.1% | -10.5
Nc1nc(SCC(=O)NCc2ccccc2Cl)[nH]c(=O)c1NC(=O)c1ccccc1F | 3.8% | -5.7
O=C(c1cccc(S(=O)(=O)N2CCOCC2)c1)N1CCN(Cc2ccc3c(c2)OCO3)CC1 | -4.5% | 1.1
N#CCn1cnc2sc(-c3ccccc3)cc2c1=O | -5.7% | /
O=C(NCC1CC1)C1(C(F)(F)F)C/C(=C\Cc2ccccc2)CCCO1 (stereo not drawn) | -5.5% | /
CC(OC(=O)c1cc2sccc2n1C)C(=O)NCc1ccco1 (stereo not drawn) | -4.0% | 4.2
Cn1cnnc1Sc1cc(N2CCNCC2)ccc1[N+](=O)[O-] | -3.4% | 0.8
O=C(O)CSc1nc2ccccc2s1 | -0.5%&-6.8% | 10.0
Cc1ccc(S(=O)(=O)NC(=O)Nc2nccs2)cc1 | 0.5% | 20.4
CCOc1ccccc1NC1=C(Cl)C(=O)N(Cc2ccccc2)C1=O | 0.2% | -6.4
CN(Cc1ccc(OC(F)F)cc1)Cc1nc2c(Br)cc(Br)cc2c(=O)[nH]1 | 2.3% | 2.5
C[C@H]1CN=C2N(CCNC(=O)CCC3CCCCC3)[C@H](Cc3ccc(O)cc3)CN21 | -0.3% | /
CCC(Sc1nc(C)cc(=O)[nH]1)C(=O)Nc1nc(-c2ccccc2)cs1 (stereo not drawn) | 3.6% | 6.8
COc1ccc(-c2nnc(OCc3ccccc3)c3ccccc23)cc1 | 4.1% | 9.4
COc1ccc(OC)c(NC(=O)Cn2c(CCC(=O)O)ccc2-c2cccs2)c1 | 1.3% | 5.6
O=C(O)c1ccc(N/N=C/c2cn(-c3ccccc3)nc2-c2cccs2)cc1 | 0.6% | 8.0
CC(=O)N1N=C(c2ccco2)CC1c1ccc(Br)cc1 (stereo not drawn) | 2.4% | 0.5

5 entries from above, set out differently:
Fields – M. tuberculosis GlmU | RmlCD inh 1536
> COc1ccc(-c2nnc(OCc3ccccc3)c3ccccc23)cc1
  4.1% | 9.4
> CCOc1ccccc1NC1=C(Cl)C(=O)N(Cc2ccccc2)C1=O
  0.2% | -6.4
> CC(=O)N1N=C(c2ccco2)CC1c1ccc(Br)cc1 (stereo not drawn)
  2.4% | 0.5
> CN(Cc1ccc(OC(F)F)cc1)Cc1nc2c(Br)cc(Br)cc2c(=O)[nH]1
  2.3% | 2.5
> CCC(Sc1nc(C)cc(=O)[nH]1)C(=O)Nc1nc(-c2ccccc2)cs1 (stereo not drawn)
  3.6% | 6.8

Going on with the list.
mol | M. tuberculosis GlmU | RmlCD inh 1536
COc1cc(CNn2cn[nH]c2=S)cc(Cl)c1OCc1ccc(F)cc1 | -1.0% | -8.1
C[C@]12CCC3C(CC=C4C[C@@H](O)CC[C@@]43C)C1CCC2[C@]1(C)CCC(=O)O1 (stereo partly drawn) | -3.6% | -0.7
O=C(COc1ncnc2cc([N+](=O)[O-])ccc12)NC1CCCCC1 | 1.4% | /
COc1cccc(CNC(=O)Cn2ncc3c(=O)oc4ccccc4c32)c1 | 0.1% | 3.9
CC(C)Cn1c(N)c(C(=O)CSc2nnnn2C)c(=O)n(C)c1=O | -0.3% | -12.1
CC(=O)N(c1ccc(C(C)C)cc1)C1C=CS(=O)(=O)C1 (stereo not drawn) | -4.8% | -1.6
CN(CCC#N)C(=O)COC(=O)c1nn(-c2ccccc2)c(=O)c2ccccc12 | 3.0% | 1.5
O=C(Cc1c[nH]c2ccccc12)Nc1ccccc1N1CCOCC1 | 0.3% | 12.1
C=CCn1c(-c2cccs2)nc2nc3ccccc3nc21 | 2.8% | 11.8
COc1ccc(NC(=O)CC(C)=O)c(OC)c1 | -0.1% | -5.5
NS(=O)(=O)c1ccc(NC(=O)COC(=O)C23CC4CC(CC(C4)C2)C3)cc1 | -5.7% | -1.3
COc1cc(C)c(Cl)c(C)c1S(=O)(=O)NCc1cccnc1 | -0.4% | -3.6
COc1ccc(-n2c(Cc3cccn3C)nnc2SCC(=O)Nc2ccc3c(c2)OCO3)cc1 | 7.9% | -5.8
CCN(CC)CCCN=Cc1c(O)n(-c2cccc(C)c2)c(=O)c2ccccc12 | 1.7% | 0.5
COC(=O)c1ccccc1NC(=O)Cn1nc(C(F)(F)F)c2c1CCC2 | -2.6% | 5.1
Cc1noc(C)c1CSc1nnc(-c2c[nH]c3ccccc23)n1-c1ccc(Cl)cc1 | -3.1% | /
CCOc1ccc2nc(Cl)sc2c1 | 2.7% | -7.8
N#Cc1c(N)c(C#N)c(-c2ccc(O)cc2)c2c1CCCC2 | -0.6% | -6.5
Cc1ccc(NC(=S)NNC(=O)c2cn(C)nc2C)cc1 | 6.4% | /
COc1cccc(NC(=S)N(CCCN2CCCC2)Cc2ccco2)c1 | 1.5% | -6.4
COc1ccc(NC(=O)N2CCCC(c3nc(-c4ccc(OC)cc4)no3)C2)cc1 (stereo not drawn) | -2.5% | 1.3
COc1cc(OC)c(NC(=O)c2cccc(F)c2)cc1Cl | 2.5% | -11.3
Cc1cc(C)c(C(=O)Cn2cnc3cc([N+](=O)[O-])ccc3c2=O)cc1C | 0.8% | -5.3
C=CCn1c(COc2ccccc2F)nnc1SCC(=O)Nc1cc2oc3ccccc3c2cc1OC | -2.3% | 9.5
O=C(CSc1nnc(-c2ccco2)o1)NC(=O)Cc1ccccc1 | 0.8% | /
CCc1ccc(NC(=O)N(CCCN2CCOCC2)C(C)c2cc3cccc(OC)c3o2)cc1 (stereo not drawn) | 0.6% | /
CS(=O)(=O)N(CC(=O)O)c1ccc(Oc2ccccc2)cc1 | -5.0% | 3.2
Cc1ccc2[nH]c(=O)c(C3C(C#N)=C(N)Oc4c3ccc3cccnc43)cc2c1 (stereo not drawn) | 0.8% | /
O=C(/C=C1\C(=O)Nc2ccccc21)/C=C1\C(=O)Nc2ccccc21 | -3.6% | -0.7
CCN(CC(=O)Nc1ccc2c(c1)CCC2)Cc1nc2ccccc2c(=O)[nH]1 | -3.8% | 4.2
CC1CN(c2nc3c(c(=O)n(C)c(=O)n3C)n2Cc2c(F)cccc2Cl)CC(C)O1 (stereo not drawn) | 5.2% | 6.9
Cc1ccc(-c2cc(C(=O)Nc3nccs3)c3ccccc3n2)c(C)c1 | -0.8% | 2.3
COc1ccccc1-c1nc(NC(C)=O)n[nH]1 | -4.1% | 9.2
Cc1cccc2sc(NC(=O)c3ccc(Cl)s3)nc12 | 4.0% | -7.5
C=C(C(=O)c1ccccc1)C(CC(=O)c1ccccc1)c1ccccc1 (stereo not drawn) | -1.5% | 18.4
O=C(NCc1ccco1)c1cnn2c(C(F)F)cc(-c3ccccc3)nc12 | -1.0% | 8.4
CCCCCC(=O)Nc1ccc(N2CCN(C(=O)c3ccccc3)CC2)cc1 | 11.5% | 100.2
O=C1CC2(CCCCC2)Oc2ccc(Cl)cc21 | -3.9% | /
COC(=O)C(C(=O)Nc1cc(C)on1)C1CCCCCC1 (stereo not drawn) | 1.7% | /
Clc1ccc(Cc2ccc(Cl)nn2)c(Cl)c1 | -5.1% | -14.1
S=c1[nH]nc(COc2ccccc2)n1/N=C/C(Cl)=C/c1ccccc1 | -0.2% | -5.6
O=C(CCc1ccccc1)NNc1cc(N2CCCCC2)nc(N2CCCCC2)n1 | 3.4% | 87.6
O=C(CCN1C(=O)C2C3CCC(C3)C2C1=O)Nc1ccc([N+](=O)[O-])cc1 (stereo not drawn) | 3.2% | -2.4
CCOc1ccc(CSC2=NCCN2)cc1[N+](=O)[O-] | 1.2% | -7.4
OCc1nc2nc(Cl)c(Cl)nc2[nH]1 | -1.0% | -3.1
CNc1ncnc2sc(-c3ccccc3)cc12 | -5.0% | /
CCOC(=O)c1nn(-c2ccc(OCC)cc2)c2nc(-c3ccco3)c(C#N)c(=O)n12 | -2.3% | /
Cc1cccc(NC(=O)c2ccc(C3SCC(=O)N3CCc3ccccc3)cc2)c1C (stereo not drawn) | -3.5% | /
O=C(Cc1ccccc1)NC(=S)Nc1ccc2oc(-c3ccccc3F)nc2c1 | 2.0% | /
Cc1ccc(S(=O)(=O)Cn2nnnc2C(C)N2CCN(C(=O)c3ccco3)CC2)cc1 (stereo not drawn) | 2.2% | /
NC(=O)C(CC(=O)O)NC(=O)[C@@H]1CCOc2c(I)cc([N+](=O)[O-])cc2C(=O)N[C@@H](CO)C(=O)N[C@@H](Cc2ccc(O)cc2)C(=O)N1 (stereo partly drawn) | 0.2% | /
COCc1nnc(NC(=O)CC(C)C)s1 | 5.8% | /
Cc1nc(C)c(CC(=O)N/N=C/c2ccc(O)cc2)c(=O)[nH]1 | 2.7% | -11.7
CC(=O)Oc1c(C)cc(O)c2ccccc12 | 1.6% | -0.8
Cc1ccc(Cn2nnc3c(=O)[nH]c(C4CCN(C(=O)Cc5cccs5)CC4)nc32)cc1 | 5.8% | 6.9
COC(=O)C(NC(=O)c1ccco1)(Nc1ccc(Br)cn1)C(F)(F)F (stereo not drawn) | 6.6% | -15.8

Next section
mol | M. tuberculosis GlmU | RmlCD inh 1536
Cc1ccccc1CSc1nc2n(n1)C(c1cccs1)C1=C(CCCC1=O)N2 (stereo not drawn) | 6.2% | /
N#C/C(=C/c1cn(-c2ccccc2)nc1-c1cccc(S(=O)(=O)N2CCOCC2)c1)C(=O)NCc1ccco1 | 2.1% | 2.0
CCS(=O)(=O)C1=NN2C(=N)/C(=C\c3ccc(SCc4ccco4)o3)C(=O)N=C2S1 | 49.4µM* | -6.9
COc1cc(C2/C(=C(/O)c3ccc(F)cc3)C(=O)C(=O)N2CCCC(=O)O)ccc1O (stereo not drawn) | -3.1% | -1.8
CCC(=O)Nc1cccc(-c2nc3ccccc3o2)c1 | 6.8% | -0.9
CC(C)N(Cc1nc(-c2ccccc2)no1)C(=O)c1ccc(Cl)cc1 | -0.3% | /
Cc1cc(C)cc(OCC(O)CN2CCN(Cc3ccc4c(c3)OCO4)CC2)c1 (stereo not drawn) | 2.9% | 2.2
COc1cccc2c1nc(C)c1cc(C)oc12 | 1.5% | -3.5
COc1cc([N+](=O)[O-])ccc1NC(=O)CSc1n[nH]c(C(C)C)n1 | -0.4% | /
Cn1c(CNC(=O)c2cccs2)nnc1SCC(=O)Nc1ccccc1 | 7.2% | -4.7
O=C(CCN1CCOCC1)N1CCc2c([nH]c3ccccc23)C1c1cccc(Cl)c1 (stereo not drawn) | 6.4% | -2.3
O=C(CSCc1cccc(Br)c1)N=Nc1c(O)[nH]c2ccccc12 | -2.0% | /
COc1ccc(/C=C/C(=O)C2CC2)cc1Cn1nc(C)c([N+](=O)[O-])c1C | -1.0% | 3.9
COc1cc(/C=N/NC(=O)C(N)=O)ccc1OCC(=O)N1C(C)CCCC1C (stereo not drawn) | 2.7% | /
O=C(/C=C/c1ccc(Cl)c([N+](=O)[O-])c1)Nc1cccnc1 | 2.2% | 3.2
NC(=O)CCC(NC(=S)Nc1ccccc1)C(=O)O (stereo not drawn) | -7.8% | 7.9
COc1ccccc1/C=C/C(=O)OCCCN(C)C | 1.3% | /
Cc1ccc(OCCNC(=O)/C=C/c2ccc([N+](=O)[O-])cc2)cc1C | 1.2% | /
COc1ccc(Cc2cnc(N)s2)cc1 | 7.7% | -4.8
COc1cc(/C=N/NC(N)=O)cc(Br)c1OCc1ccc(C)cc1 | 1.2% | -2.6
Nc1cc(=O)[nH]c(SCc2ccc(Cl)cc2)n1 | 19.8% | /
CCOC(=O)c1[nH]c2cc3c(cc2c1NC(=O)CN1CCC(C)CC1)OCO3 | / | -0.6
Cc1cc(C)nc(SC2CCCCC2O)n1 (stereo not drawn) | -1.9% | -2.5
c1ccc(-c2cc3c(N4CCCC4)ncnc3s2)cc1 | 1.3% | 67.3
Nn1cnc2scc(-c3cccs3)c2c1=O | 2.4% | 7.2
CCOC(=O)c1cnc2ccc(C(=O)OC)cc2c1Nc1ccc2c(c1)OCCO2 | 3.9% | 7.9
O=C(NCC1CCCO1)NC1CCCCC1 (stereo not drawn) | 2.2% | /
COc1ccc(CCn2nnnc2C(c2ccc(C)cc2)N2CCN(C)CC2)cc1OC (stereo not drawn) | 3.6% | -1.0
CCCCCCNC(=O)c1cccc(-c2ccc(C)c3ccccc23)n1 | -1.0% | /
COc1cc(CNC2CCCCCC2)cc(OC)c1 | -0.8% | 3.8
O=C(Nc1ccc(Br)cc1)c1nn(C23CC4CC(CC(C4)C2)C3)cc1Br | 2.5% | 5.4
Cc1c(C#N)c(N)nc2c3c(sc12)NC(=O)CC3c1ccc(Cl)cc1 (stereo not drawn) | 4.0% | 3.2
COc1ccc2cc3c(N)nn(C(=O)C4CCC(C(C)(C)C)CC4)c3nc2c1 (stereo not drawn) | 6.7% | /
O=S(=O)(Nc1ccc(-c2nc3cccnc3s2)cc1)c1ccccc1F | 7.9% | /
